Screening results as filed in PubChem BioAssay.
D1 potentiator: Potentiators of Human D1 Dopamine Receptor: qHTS | D(1A) dopamine receptor (Homo sapiens), P21728 | HEK293 TREx D1 cells, calcium flux, dopamine EC20 potentiation | potentiation, % at 10 µM | 360,000 tested, 0.036% active | AID 504651, 2011; in the data active = potentiation above about 30%; note: 0% is about no effect
D2 antagonist: HTS Assay for Allosteric Antagonists of the Human D2 Dopamine Receptor: Primary Screen for Antagonists; D(2) dopamine receptor (Homo sapiens), P14416; AID 485344, 2010; HEK293 TREx D2 cells, calcium flux, dopamine EC80; inhibition, % at 10 µM; 340,000 tested, 2% active; in the data active = inhibition above about 30%; note: 0% is about no effect
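HEK293 T-REx D2 cells, tet-induced, calcium dye no-wash. Cpd pintool add, 180 s kinetic, then EC80 DA, 180 s kinetic. Ca flux read.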
RXFP1 antag: qHTS Assay for Antagonists of the Relaxin Receptor RXFP1; Relaxin receptor 1 (Homo sapiens), Q9HBX9; HEK293-RXFP1, relaxin-stimulated cAMP HTRF, 30 min; stronger effect = lower value; activity change, negative = inhibition, % at 57.5 µM; 350,000 tested, 0.59% active;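 active = activity change of -60% or lower, but not beyond a set lower limit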; note: % is set by controls: 0 for no effect and ±100 for the full control effect
Target sequence (Q9HBX9 whole entry, looked up): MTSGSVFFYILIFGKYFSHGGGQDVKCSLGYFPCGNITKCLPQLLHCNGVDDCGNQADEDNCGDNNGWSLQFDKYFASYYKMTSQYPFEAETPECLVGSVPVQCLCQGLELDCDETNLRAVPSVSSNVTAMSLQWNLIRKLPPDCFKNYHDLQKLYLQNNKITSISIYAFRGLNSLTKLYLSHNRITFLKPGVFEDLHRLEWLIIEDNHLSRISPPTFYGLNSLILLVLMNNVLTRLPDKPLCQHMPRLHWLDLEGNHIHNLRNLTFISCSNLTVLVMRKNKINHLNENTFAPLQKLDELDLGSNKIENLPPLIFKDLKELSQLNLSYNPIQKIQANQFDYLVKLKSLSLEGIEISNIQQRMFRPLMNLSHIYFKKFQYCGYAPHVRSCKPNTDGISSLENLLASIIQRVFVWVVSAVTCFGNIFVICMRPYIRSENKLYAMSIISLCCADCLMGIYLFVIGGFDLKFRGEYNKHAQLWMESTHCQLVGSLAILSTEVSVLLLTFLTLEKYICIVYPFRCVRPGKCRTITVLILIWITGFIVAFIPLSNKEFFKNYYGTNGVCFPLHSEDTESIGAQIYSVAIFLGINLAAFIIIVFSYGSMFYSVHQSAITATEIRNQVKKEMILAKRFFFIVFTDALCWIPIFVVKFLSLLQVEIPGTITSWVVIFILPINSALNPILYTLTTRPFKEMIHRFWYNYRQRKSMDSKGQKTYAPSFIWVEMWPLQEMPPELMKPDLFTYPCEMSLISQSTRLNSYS
D1 antag: Antagonist of Human D 1 Dopamine Receptor: qHTS; D(1A) dopamine receptor (Homo sapiens), P21728; HEK293 TREx D1 cells, calcium flux, dopamine EC80; stronger effect = lower value; activity change, negative = inhibition, % at 10 µM; 360,000 tested, 3.2% active; AID 504652, 2011; in the data active = activity change below about -30%; note: % is set by controls: 0 for no effect and ±100 for the full control effect
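After overnight tetracycline induction at 30 C, force-coupled D1 HEK293 cells took up a no-wash calcium dye at room temperature. Compounds were added and monitored 180 s, and the response to EC80 dopamine was then recorded.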
D1 agonist: Allosteric Agonists of the Human D1 Dopamine Receptor: qHTS. 360,000 tested, 1% active. activation, % at 2 µM. D(1A) dopamine receptor (Homo sapiens), P21728. HEK293 T-REx D1 cells, calcium flux, agonist mode; note: 0% is about no effect
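Agonism was scored from calcium flux recorded over 180 s (1 read/s) after pintool compound addition, following a 10-cycle baseline. Cells were inducible force-coupled HEK293 TREx D1, plated overnight at 30 C and loaded with no-wash calcium dye.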
TRHR enhancer: qHTS for Small Molecule Agonists and Allosteric Enhancers of Human TRH Receptor: Primary Screen for Enhancers. enhancement, % at 2 µM. 360,000 tested, 0.66% active. TRHR cells, fluo-8 calcium fluorescence, EC20 TRH enhancement. Thyrotropin-releasing hormone receptor (Homo sapiens), P34981; in the data active = enhancement above about 30%; note: 0% is about no effect
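TRHR-expressing cells loaded with fluo-8 calcium dye were read kinetically (ex 480/em 530) during compound addition, then stimulated with an EC20 of TRH (10 nM final). Enhancement of the Gq-mediated intracellular calcium response was scored.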
D2 potentiator: HTS Assay for Positive Allosteric Modulators of the Human D2 Dopamine Receptor: Primary Screen for Potentiators; AID 485347, 2010; HEK293 T-REx D2, calcium flux, EC20 dopamine potentiation; 340,000 tested, 0.34% active; potentiation, % at 10 µM;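 active = potentiation over 3 SD above the plate norm, cut at about 30% in these data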; note: 0% is about no effect
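Calcium flux readout, no-wash dye, 1 read/s. Inducible HEK293 Trex D2 line, overnight 30 C. Compound alone 180 s (agonist flags), then EC20 dopamine, another 180 s to score potentiation.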
TRHR agonist: qHTS for Small Molecule Agonists and Allosteric Enhancers of Human TRH Receptor: Primary Screen for Agonists; Thyrotropin-releasing hormone receptor (Homo sapiens), P34981; AID 493084, 2011; activation, % at 2 µM; TRHR cells, calcium flux fluo-8, FDSS agonist mode; 360,000 tested, 0.18% active; note: 0% is about no effect
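Agonist-mode FDSS calcium read (Ex 480/Em 530, 1 s cycles) in 1536-well TRHR cells with fluo-8 dye, after 10-cycle baseline and 23 nL compound addition; TRH at EC20 (10 nM final) added afterwards for the enhancer phase.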
D2 ag: HTS Assay for Allosteric Agonists of the Human D2 Dopamine Receptor: Primary Screen for Agonists; D(2) dopamine receptor (Homo sapiens), P14416; HEK293 T-REx D2 cells, calcium flux agonist mode; activation, % at 2 µM; 340,000 tested, 0.53% active; AID 485358, 2010;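 active = activation over 3 SD above normal in the single-dose calcium agonist read, cut at about 30% in these data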; note: 0% is about no effect
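Agonism is scored from calcium flux in a force-coupled, inducible HEK293 cell line expressing D2, read kinetically for 180 s after compound addition against dopamine controls.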
An asterisk follows results filed as active; x = not tested or not shown; & = joins results of further samples. Cut-off read from the data, not from the text of the source, unless noted: active = activation above about 30%; inactive = the rest.

SMILES	D1 potentiator	D2 antagonist	RXFP1 antag	D1 antag	D1 agonist	TRHR enhancer	D2 potentiator	TRHR agonist	D2 ag
CC(=O)N1CCCc2cc(S(=O)(=O)N3CCCC(C(=O)NCc4ccc(C)cc4)C3)ccc21 (configuration not stated)	-11&-2	-2	4&-34	-29&-12	16&0	1&2	22&-8	-0.1&0.2	-0.2&0.7
CC(=O)NC(c1ccc2ccccc2c1)c1ccc2cccnc2c1O (configuration not stated)	-1	1	-70*	10	7	6	5	0.5	0.9
CCCC(=O)Nc1ccccc1NC(=O)c1ccc(OCC)c(OCC)c1	-3	-19	-3	-6	-1	4	2	0.0	0.4
COc1ccc(CCNC2=NCC(C)S2)cc1 (configuration not stated)	-2	8	-6	0	7	-1	-9	0.3	-0.2
CCCCc1nnc(NC(=O)C(C)Sc2nc(O)c(Cc3ccccc3)c(=O)[nH]2)s1 (configuration not stated)	-3	-3	-36	10	0	-3	-5	-0.1	-0.3
O=C(NCc1ccc(Cl)cc1)c1ccc2oc(=O)n(Cc3ccccc3)c2c1	2	x	x	4	10	4	13	-1.2	x
C=CCn1c(SCc2cccnc2)nnc1-c1ccncc1	-2	-1	5	0	2	9	12	0.1	0.8
CCc1cccc(C)c1NC(=O)c1cccc(C(=O)Nc2c(C)cccc2CC)c1	1	x	-5	0	2	-1	6	1.7	4.2
Cc1ccc(-c2ccc(/C=N\NC(=O)c3cc4c(ccc5ccccc54)o3)o2)cc1[N+](=O)[O-]	2	x	-16	4	5	9	x	-0.1	x
Cc1ccc(CN2CCN(Cc3ccc4c(c3)OCCO4)CC2CCO)cc1 (configuration not stated)	-1	-16	5	-4	7	4	-40	-0.1	-0.7
CCC1=C(OC(=O)N(CC)CC)N2C(=O)OC(=NCC3CC3)[C@]2(Cc2ccccc2)[C@H]2C1=CC[C@H]1C(=O)N(CC(=O)OC)C(=O)[C@H]12	-6	-31	x	2	0	-15	9	-0.1	0.4
CCCCSc1nc2sc3c(c2c(=O)n1-c1ccccc1)CCN(C)C3	9	-18	12	12	2	13	-9	0.3	1.2
COc1ccccc1CNC(=O)C1CCC(CNS(=O)(=O)c2cccc3cccnc23)CC1 (configuration not stated)	1	x	-5	-8	2	0	x	0.5	x
O=S(=O)(NC1CCSc2ccccc21)c1ccc(Cl)nc1 (configuration not stated)	-6	-13	-2	2	0	-7	-4	-1.1	-1.4
COc1ccc(C(=O)NCc2nnc(SC)n2Cc2ccccc2)cc1	0	-3	-8	42	5	-10	-7	-0.6	-1.2
COc1cccc2cc(CC(=O)c3ccc(C)cc3C)c(=O)oc12	-2	-31	4	-2	4	3	3	-0.1	-0.1
O=C(NCc1cn2ccsc2n1)Nc1ccc(Cl)cc1	-5	6	20	24	4	2	-9	-1.4	-1.5
COc1cc(NC(=O)Cn2nc(C(F)(F)F)c3c2CCC3)cc(OC)c1OC	-2	x	x	-19	17	5	11	0.1	-0.1
COCCCN1C(=O)c2[nH]nc(-c3ccccc3O)c2C1c1ccc(OCc2ccccc2)cc1 (configuration not stated)	2	x	-37	-24	0	-2	-8	-0.1	-0.8
Cc1ccccc1C(=O)OC1OC(=O)C(Cl)=C1Nc1ccc(C(=O)O)cc1 (configuration not stated)	-9	-5	3	10	8	5	7	-0.1	-4.6
COC(=O)c1ccccc1NC(=O)CN1CCc2ccccc2C1	-2	-2	-5	4	5	-5	0	-0.9	0.5
CCc1ccc(C(=O)N/N=C(\C)c2ccncc2)s1	-3	-16	8	-4	2	0	-16	0.5	0.4
CC(OC(=O)C1CSC2(c3ccc(F)cc3)CCC(=O)N12)C(=O)NC(N)=O (configuration not stated)	9	-2	-20	-6	3	-1	0	0.3	1.1
CCc1nnc(NC(=O)C2CCCN2C(=O)Nc2ccc(Cl)cc2)s1 (configuration not stated)	x	-1	-4	22	5	4	7	-2.1	0.3
Cc1noc(C)c1C(=O)Nc1nc2ccccc2s1	0	-15	14	-18	1	0	-6	0.0	0.6
The results go on.
SMILES	D1 potentiator	D2 antagonist	RXFP1 antag	D1 antag	D1 agonist	TRHR enhancer	D2 potentiator	TRHR agonist	D2 ag
CC(C)CC(NC(=O)OC(C)(C)C)c1cn([C@@H](CCCCNC(=O)OC(C)(C)C)C(=O)N2CCN(C(=O)OC(C)(C)C)CC2)nn1 (some centres not stated)	-4	9	x	-6	-1	-6	-9	0.6	1.0
CCc1ccc(N2C(=O)C3C(C2=O)N2CCCN2C3c2ccccc2)cc1 (configuration not stated)	-3	x	-10	-19	0	4	x	-0.2	x
COc1cccc(NC(=O)c2ccccc2Oc2ccccc2)c1	-2	6	-16	13	6	0	-4	-0.5	-0.5
Cc1cc(C(=O)NC2CCCN(Cc3ccc(Cl)cc3)C2)c(C)o1 (configuration not stated)	-3	-5	-11	-22	2	-3	-15	-1.0	-0.2
O=C(Nc1cccc(C(F)(F)F)c1)c1cc(CN2CCOCC2)on1	-6	x	3	-13	6	-2	0	0.8	0.1
O=C(c1ccc2c(c1)OCO2)C1CCCN(C(=O)C2CCOCC2)C1 (configuration not stated)	-3	7	12	-4	1	0	5	0.8	-0.8
O=C(OCc1ccccc1F)c1cc([N+](=O)[O-])ccc1N1CCOCC1	5	5	-4	-4	12	7	-2	0.5	0.5
O=C(c1cccs1)N(Cc1cccc(F)c1)C1CCS(=O)(=O)C1 (configuration not stated)	-4	-27	2	6	0	1	-2	-0.3	0.1
Cc1ccc(C2(C)NC(=O)N(CC(=O)NNC(=O)c3ccccc3)C2=O)cc1 (configuration not stated)	-6	-7	2	12	1	1	4	0.0	-0.6
O=C(COc1ccccc1)NN1C(=O)CSC1=S	-2	16	-1	-4	5	0	0	2.0	2.1
O=C(/C=C/c1ccc2c(c1)OCO2)N1CCN(c2n[nH]c(=O)[nH]c2=O)CC1	3	-3	-13	1	2	-2	-1	0.3	-0.3
CCOc1ccc(CCNC(=O)C2=C(C)C(=O)OC23CCCCC3)cc1OCC	0	4	-6	-5	2	2	x	-0.3	-0.5
O=C(NCCN1C(=O)S/C(=C\c2ccc(F)cc2)C1=O)c1cccc(S(=O)(=O)N2CCOCC2)c1	3	-16	18	-14	7	-4	20	-0.5	-1.2
O=C1N[C@@H](Cc2ccccc2)C(=O)N2[C@H]1C[C@]1(Br)c3ccccc3N(S(=O)(=O)c3ccccc3)[C@H]21	-6	3	x	-19	0	-5	-3	-0.5	0.4
CCC(CCC(=O)Nc1nncs1)C(=O)O (configuration not stated)	0	7	x	-14	-1	8	-10	0.3	-0.4
Nc1nc(SCC(=O)c2cccc([N+](=O)[O-])c2)n[nH]1	-9	-1	10	-13	3	-2	4	0.8	-0.3
CCOC(=O)Cn1c(=O)c2c(nc3n2CCCN3Cc2ccccc2)n(C)c1=O	-2	1	-1	-3	4	-4	8	-0.4	0.0
CCCCNC(=O)CS(=O)Cc1nc(-c2cccs2)oc1C (configuration not stated)	-2	-9	8	3	0	1	-8	-0.1	0.5
O=C(CC1Nc2ccccc2NC1=O)NCCCN1CCCCCC1 (configuration not stated)	-4	-3	x	0	4	-3	-3	0.2	0.4
COCCNCC(=O)N1c2ccccc2Sc2ccccc21	-4	7	0	5	6	6	-6	0.0	0.2
C/C(=N/N=C(\C)c1ccccc1O)c1ccccc1O	6	-23	-12	8	2	6	-2	1.0	0.3
N#CCSc1nc2[nH]ncc2c(=O)n1-c1ccccc1Br	-1	-10	-3	9	7	3	3	-0.4	-2.3
Cc1ccc(OCC(=O)Oc2cccc(C)c2C)cc1	-16	1	4	-23	5	-4	-6	-0.4	1.3
NC(=O)c1oc2ccccc2c1NC(=O)CN1CCCCC1	-8	19	17	-12	-1	-8	-8	0.2	0.3
N#Cc1cccc(NC(=O)COC(=O)CCc2nc3ccccc3c(=O)[nH]2)c1	1	x	5	17	3	4	x	-0.2	x
Cc1ccc2c(=O)cc(C(=O)Nc3nc4ccc(Cl)cc4s3)oc2c1	-1	x	-11	-6	3	-9	x	-0.5	0.4

Random excerpt: 5 records from the list.
SMILES	D1 potentiator	D2 antagonist	RXFP1 antag	D1 antag	D1 agonist	TRHR enhancer	D2 potentiator	TRHR agonist	D2 ag
O=C(c1cccs1)N(Cc1cccc(F)c1)C1CCS(=O)(=O)C1 (configuration not stated)	-4	-27	2	6	0	1	-2	-0.3	0.1
CCC(CCC(=O)Nc1nncs1)C(=O)O (configuration not stated)	0	7	x	-14	-1	8	-10	0.3	-0.4
NC(=O)c1oc2ccccc2c1NC(=O)CN1CCCCC1	-8	19	17	-12	-1	-8	-8	0.2	0.3
Cc1ccc(C2(C)NC(=O)N(CC(=O)NNC(=O)c3ccccc3)C2=O)cc1 (configuration not stated)	-6	-7	2	12	1	1	4	0.0	-0.6
O=C(c1ccc2c(c1)OCO2)C1CCCN(C(=O)C2CCOCC2)C1 (configuration not stated)	-3	7	12	-4	1	0	5	0.8	-0.8

2 entries from above, with bars between the fields.
molecule | D1 potentiator | D2 antagonist | RXFP1 antag | D1 antag | D1 agonist | TRHR enhancer | D2 potentiator | TRHR agonist | D2 ag
CCCCSc1nc2sc3c(c2c(=O)n1-c1ccccc1)CCN(C)C3 | 9 | -18 | 12 | 12 | 2 | 13 | -9 | 0.3 | 1.2
COc1ccccc1CNC(=O)C1CCC(CNS(=O)(=O)c2cccc3cccnc23)CC1 (configuration not stated) | 1 | x | -5 | -8 | 2 | 0 | x | 0.5 | x
